pAkt inh = Akt phosphorylation inhibition; activity change, % for hits at 50 µM; Neuro2A IGF-stimulated pAkt S473 HTRF, 20 min; active compounds read low; 360,000 tested, 0.32% active; in the data active = activity change below about -80%; inconclusive = mostly about -51% to -80%; also: % is scaled to controls: 0 for no effect and ±100 for the full control effect
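Neuro2A cells (4,500/well, DMEM with 0.5% FBS) were treated with compound at a single 50 µM final concentration, stimulated with 6 nM IGF for 20 min at 37 °C, and lysed. Phospho-Akt Ser473 was read by HTRF as 665/615 ratio ×10^4.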
TGFb SMAD3 inh = TGF-b pathway inhibition. HepG2 CAGA-GFP TGF-b/SMAD3 reporter, GFP fluorescence, 18 h; TGF-beta stimulated, 500 pg/mL final. Potency, µM (top dose mostly 46.1 µM), without a hit: at the top dose activity, negative = inhibition, actives largely listed as inhibitors. 410,000 tested, 1.2% active; also: potency is read from the fitted curve at half-maximal effect; % is scaled to controls: 0 for no effect and ±100 for the full control effect; nearly all actives have a fitted effect of over 65% in size
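TGF-beta reporter screen: HEPG2 CAGA-GFP, 1% FBS, 500 pg/mL TGF-beta final, 18 h; per-cell GFP summed per well; curves fitted and categorized by class.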
A549 tox = counter-screen for Nrf2 inhibitors: cytotoxicity in A549 cells | 390,000 tested, 0.16% active | A549 ARE-Fluc cells, CellTiter-Fluor viability, 18-24 h | AID 504648 | Potency, µM (series often up to 46 µM), inactives show at the top dose activity change, negative = cytotoxicity, hits mostly inhibitors; also: potency is read from the fitted curve at half-maximal effect; % is scaled to controls: 0 for no effect and ±100 for the full control effect
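A549 ARE_Fluc cells in 5% FBS OPTI-MEM were exposed to compounds in concentration-response for 18-24 h at 37 deg C. Viability was read by CellTiter-Fluor fluorescence (Ex 405/Em 525) after 30 min, before the luciferase read.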
Nrf2 activator = activators of Nrf2 (ARE) signaling; Potency, µM (titrated, usually from 46.1 µM), inactives show at the highest dose activation, most hits filed as activators; AREc32 ARE-luciferase reporter (MCF7-derived line), luminescence, 24 h; AID 624171; 410,000 tested, 0.31% active; also: potency is read from the fitted curve at half-maximal effect; % of control where 0% means no effect; nearly all actives have a fitted effect of over 65% in size
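Cells of the AREc32 ARE-luciferase line are plated in OPTI-MEM containing 5% FBS and left overnight at 37 deg C. Compounds are pinned in, incubation continues 24 hr, and firefly luciferase signal is then measured.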
HepG2 tox = kills HepG2 cells in TGF-b inhibitor counter-screen; HepG2 CAGA-GFP viability, ATP luminescence, 18 h; Potency, µM (series often up to 46.1 µM), for inactives: top-dose activity change, negative = cytotoxicity, actives largely listed as cytotoxic; 410,000 tested, 0.76% active; AID 588856; also: potency is read from the fitted curve at half-maximal effect; some results filed as inactive show a strong effect at the top dose
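HepG2 CAGA-GFP cells (1000/well, DMEM with 1% FBS) received compound, then TGF-beta at 500 pg/mL final, and were incubated 18 hours at 37 degrees C. Viability was read by CellTiter-Glo luminescence. Media-only wells were set as complete cell-killing and DMSO as no toxicity.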
CCT modulator = cytosolic chaperonin activity modulation | purified chaperonin ATPase assay, HTRF ADP detection, 30 min | activity change, % (concentration not given with the values), hits read low | 360,000 tested, 0.3% active; in the data active = activity change below about -30%; also: % is scaled to controls: 0 for no effect and ±100 for the full control effect
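We incubate TRiC, 40 or 20 nM final, with library compounds at 76 uM and 10 uM ATP for 30 min at 37 °C. ADP formed is detected with Transcreener HTRF reagents after 30 min at room temperature.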
Nrf2 inh = Nrf2 pathway inhibition. A549 ARE-Fluc reporter, luciferase luminescence, 18-24 h. 360,000 tested, 2.1% active. AID 504444. Potency, µM (top dose mostly 46 µM), for the others: top-dose activity change, negative = inhibition, usual class: inhibitors; also: potency is read from the fitted curve at half-maximal effect; % is scaled to controls: 0 for no effect and ±100 for the full control effect; nearly all actives have a fitted effect of over 60% in size
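Cells were seeded and rested 2 h, then exposed to compounds for 18-24 h. CellTiter-Fluor was read first as a viability measure. BugLite was added 15 min before the final luminescent read of ARE-luciferase activity in A549 cells.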
MmCpn inh = M. maripaludis TRiC chaperonin inhibition. purified Mm-Cpn ATPase, ADP Transcreener TR-FRET. Potency, µM (series often up to 76.9 µM), inactives show at the top dose activity, negative = inhibition, usual class: inhibitors. 330,000 tested, 0.031% active. AID 504842; also: potency is read from the fitted curve at half-maximal effect; % is scaled to controls: 0 for no effect and ±100 for the full control effect; nearly all actives have a fitted effect of over 80% in size
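TR-FRET (320 nm excitation; 590 and 665 nm emission) reports ADP made from 10 uM ATP by 25 nM enzyme; compounds were preincubated 10 min, reaction run 30 min, both at 37°C.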
Abeta yeast res = compounds reversing amyloid beta toxicity in yeast. 410,000 tested, 0.063% active. yeast expressing A-beta42, growth rescue, OD600, 48 h; response scale: 0% DMSO, 100% iron-clioquinol control. Potency, µM (titrated, usually from 46.1 µM), without a hit: top-dose growth rescue, usual class: activators; also: potency is read from the fitted curve at half-maximal effect; nearly all actives have a fitted effect of over 55% in size
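Yeast A-beta toxicity model in growth medium with pinned compounds, 48 h at 30 C; growth read as absorbance at 600 nm. Normalized to FeCl3/clioquinol equimolar mix (positive) and DMSO (negative).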
* marks the source's active call; other numbers are inactive results; i = inactive; ? = inconclusive; . = no result given; [ ] = another dose, or the depositor's remark. Unless noted, calls follow the shape of the dose curve; as a rule, active = well fitted curve in the direction sought with a large enough effect; inconclusive = small, poorly fitted or top-dose-only effect, or another doubt; inactive = no such curve, though single readings can be large; an effect the other way counts as inactive or inconclusive.

Molecule | pAkt inh | TGFb SMAD3 inh | A549 tox | Nrf2 activator | HepG2 tox | CCT modulator | Nrf2 inh | MmCpn inh | Abeta yeast res
CC(Sc1cccc[n+]1[O-])C(=O)Nc1ccc([N+](=O)[O-])cc1Cl (stereo not given) | i | -1% | 1% | -0.3% | 9% | -0.8 | 0% | -2% | 2%
COc1cc(OC)c(NC(=O)CCNS(=O)(=O)c2cc(Br)cnc2N)cc1Cl | i | 10% | -3% | 3.1% | 19% | -1.8 | . | -1% | ?
COc1cccc(/C=N/NC(=O)C(=O)NCc2ccco2)c1O | i | 2% | -3% | -0.7% | -30% | -1.8 | -20% | 1% | 28%
CNC(=O)C12CC3CC(CC(Cl)(C3)C1)C2 | i | ? | 2% | -1.0% | -13% | 1.9 | 10% | 4% | 6%
Cn1c(=S)[nH]c(=O)c2ncc(=O)[nH]c21 | i | -18% | -1% | -0.7% | 20% | 0.5 | -5% | 3% | -2%
Cc1ccc2[nH]c3c(=O)n(CC(=O)N(CCN(C)C)Cc4ccccc4)ncc3c2c1 | . | 11µM* | 7% | 3.3% | -72% | . | 24% | . | -10%
CCOc1ccc(CN=C(N)N=C(N)N)cc1Cl | i | -12% | ? | 0.6% | -17% | -2.1 | ? | 0% | 6%
OCCOCCOc1cccc2[nH]ccc12 | i | 2% | 4% | -0.3% | 8% | -4.9 | 1% | 0% | 6%
O=C(CSc1ncccn1)NN=C1CCCCCC1 | i | -14% | -1% | 0.1% | 9% | 2.1 | 17% | 0% | -8%
Cc1ccc2c(=O)c(C(=O)c3ccccc3)cn(CC(=O)Nc3ccccc3)c2n1 | . | -3% | 5% | -0.8% | -14% | . | . | . | -16%
O=C1N=C(N2CCN(c3ccccc3)CC2)S/C1=C/c1cccs1 | i | -24% | -4% | 4.3% | 7% | 0.1 | -1% | -5% | -5%
O=C(CNS(=O)(=O)c1cccs1)N1CCCCC1 | i | 8% | 3% | -0.7% | -5% | -0.5 | ? | 0% | 0%
O=C(NCCOc1ccccc1)C(c1ccccc1)c1ccccc1 | i | -4% | 2% | 3.1% | 11% | 1.9 | 1% | -2% | 5%
CC(C)OC(=O)c1cccnc1SCC(=O)Nc1ccc(C(F)(F)F)cc1Cl | . | -10% | -13% | 3.5% | 2% | . | . | . | -13%
CC(Oc1cc(Cl)ccc1Cl)C(=O)N/N=C\c1ccnn1C (stereo not given) | i | -2% | 14% | 0.3% | 0% | -5.6 | -10% | -1% | 0%
O=C(Nc1ccc2c(c1)OCO2)c1ccc(=O)[nH]n1 | i | -2% | 0% | -0.2% | -1% | -0.7 | ? | 1% | 17%
COc1ccc(CCNC(=O)C2CCN(C(=O)c3ccc(C(C)(C)C)cc3)CC2)cc1OC | i | -12% | 6% | 9.1% | -8% | -2.4 | -25% | -1% | -2%
CC(C)N1CC(O)=C(c2ccccc2)C1=N | i | -19% | 0% | -0.6% | -9% | -0.1 | 17% | -5% | -15%
CCOC(=O)C1=C(c2ccccc2)NC(SC)=C(C#N)C1c1ccco1 (stereo not given) | i | -24% | -13%[1.84 µM] | 21% | -8% | -2.4 | ? | 1% | 5%
O=C(Cn1nc(-c2ccc(Cl)cc2)ccc1=O)NCCCN1CCN(Cc2ccccc2)CC1 | i | 1% | -4% | 3.3% | -46% | -2.4 | -3% | 2% | -19%
CCN(CC)C(=O)c1sc(NC(=O)Cc2ccccc2)c(C#N)c1C | -115%* | -7% | 6% | -0.3% | -5% | -1.3 | 7% | 0% | 2%
Cc1c2cnn(CC(=O)NC(C)C)c(=O)c2c(C)n1Cc1cccc(Cl)c1 | . | -11% | 3% | -1.2% | 5% | . | -29% | . | 6%
O=C(CN(Cc1ccco1)C(=O)c1nsc(Cl)c1Cl)NC1CCCCC1 | i | 3% | 2% | 2.0% | -6% | -0.7 | -2% | -1% | 11%
COc1ccc(NC(=O)CCCn2c(=O)c3sccc3n(Cc3cccc(C)c3)c2=O)cc1 | i | 0% | -17% | 0.0% | -97% | -2.0 | -18% | 1% | -9%
CC(C)COC(=O)C1C(=O)CC(C)(O)C(C(=O)OCC(C)C)C1c1cccnc1 (stereo not given) | i | -1% | 0% | 0.6% | 7% | 1.2 | 5% | 2%[15.4 µM] | 12%
O=C(C(=O)N1CCc2ccccc2C1)c1cn(CC(=O)N2CCOCC2)c2ccccc12 | i | 0% | -2% | 0.9% | 4% | -0.9 | -3% | 1% | 1%
COc1ccccc1NC(=O)NC(=O)c1ccccc1 | i | 1% | 4% | 14% | 4% | 1.4 | ? | 1% | -10%
CCc1nc(N)c(C#N)c(-c2cccc3ccccc23)c1C | i | -6% | 3% | -0.4% | 3% | -0.8 | -2% | -5% | 13%
COCCCn1c(SCC(=O)N2CCOCC2)nnc1-c1ccco1 | i | 12% | -2% | -2.5% | -9% | 0.5 | -1% | 0% | 11%
COc1ccc(C(=O)Nc2ccc3[nH]ccc3c2)cc1OC | i | 22% | 0% | 0.4% | 7% | -0.1 | 26% | . | -7%
Cc1nn(CC(=O)NCc2ccccc2)c(C)c1[N+](=O)[O-] | i | 11% | 1% | -0.9% | 5% | -9.4 | 6% | 2% | 24%
CCOc1cccc(SCc2noc(C(=O)NC(C)C)c2C(=O)O)c1 | i | ? | 6% | -0.9% | -10% | 0.7 | 1% | 0% | -20%
N#CCn1c(Cc2ccccc2)nc2ccccc2c1=O | i | 19% | 1% | -0.4% | 10% | 0.4 | 6% | 1% | -6%
COc1cccc(OCc2cc(C3Nc4ccccc4C(=O)N3Cc3ccccc3)ccc2OC)c1 (stereo not given) | . | 16% | 5% | . | 10% | . | -25% | . | .
Cc1ccc(C(C(=O)NC(C)(C)C)N(Cc2cccnc2)C(=O)C(=O)NC2CCCCC2)o1 (stereo not given) | i | -3% | 1% | 0.5% | -25% | -1.7 | 3% | 2% | -6%
O=C(NCCCNCc1ccccc1)c1ccc(/C=N/O)nc1 | i | -5% | 11% | -0.8% | 14% | -7.1 | 4% | -1% | -6%
C=CCOc1cccc(C2C(C(=O)c3cc4ccccc4o3)=C(O)C(=O)N2c2cc(C)on2)c1 (stereo not given) | i | -11% | 2% | 4.4% | -16% | 0.9 | 6% | -19% | .
COc1ccc(C2(c3ccc(OC)cc3)NC(=O)N(CC(=O)N3CCOCC3)C2=O)cc1 | i | 6% | 1% | -0.7% | -2% | -1.2 | 5% | 1% | 3%
CCCN(CCC)Cc1c(C(=O)N/N=C/CCc2ccccc2)nnn1-c1nonc1N | i | -5% | -3% | -0.2% | -4% | -1.7 | -10% | -4% | 15%
Cc1ccc(CCNC(=O)CCSCc2ccccc2F)cc1 | . | 7% | 4% | -0.8% | -1% | . | . | . | 23%
Cc1ccc(C(C)C)c(OCC(=O)Nc2ccccc2N2CCN(C)CC2)c1 | i | ? | -2% | 2.7% | -60% | -1.2 | -2% | 0% | 14%
COc1ccc(NS(=O)(=O)c2ccc(C)c(C(=O)NNC(=O)c3csc(N4CCOCC4)n3)c2)cc1 | i | -1% | -8% | -0.3% | -4% | 0.0 | 6% | -1% | -8%
Cc1occc1C(=O)Nc1ccc2c(c1)OCCO2 | i | -27% | 2% | 0.4% | -42% | -0.1 | ? | 0% | 3%
COc1ccc(-c2ccc3c(c2)S(=O)(=O)c2cccc(C(=O)NCc4cc(C)oc4C(F)(F)F)c2C3=O)cc1OC | i | 13% | -7% | 0.0% | 7% | -0.6 | 0% | -7% | 2%
C/C=C(\C)C(=O)NCCN1C2=NC[C@H](Cc3ccc(O)cc3)N2C[C@H]1Cc1ccc(O)cc1 | i | 1% | 0% | 0.6% | -6% | 0.1 | ? | . | 4%
CCOC(=O)c1cc(C(C)(C)C)oc1CN | i | 3% | 2% | 0.0% | -33% | 0.7 | 6% | 1% | 25%
Cc1ccc(NC(=O)NC2CC(=O)N(c3ccc4c(c3)OCCO4)C2)cc1C (stereo not given) | i | ? | 8% | 0.0% | -52% | -3.6 | 2% | -16% | 0%
CN1CCS/C1=C\C=C1/SC(=S)N(CC(=O)O)C1=O | i | 68%[activator] | -12% | 0.0% | -2% | -1.9 | -14% | -8% | -11%
CCC(C)(NC(=O)c1ccccc1)C(=O)O (stereo not given) | i | 1% | -7% | 2.7% | -2% | 2.2 | 7% | -1% | -18%
COc1ccc(OC)c(CN2CCN(C(=O)c3cc4ccccc4cc3O)CC2)c1 | i | ? | 2% | 0.2% | -13% | 2.6 | 18% | -7% | 1%

(list continues)
Molecule | pAkt inh | TGFb SMAD3 inh | A549 tox | Nrf2 activator | HepG2 tox | CCT modulator | Nrf2 inh | MmCpn inh | Abeta yeast res
O=C1c2cc(Cl)ccc2-c2c(O)cc(Cl)cc21 | i | 11µM* | 1% | 16% | -15% | 0.3 | 4% | . | -93%[inhibitor]
CCOC(=O)[C@]12CCC=C1N(CCC1=CCCCC1)C(=O)[C@H](CC(=O)NCCCN1CCCC1=O)C2 | i | . | . | 0.0% | . | 0.8 | . | . | -29%
Cc1ccc(-c2nn(-c3ccccc3)cc2C(=O)Nc2cccc(S(=O)(=O)NC3=NCCC3)c2)cc1 | i | -9% | . | -0.2% | 0% | -2.8 | . | . | 0%
O=C(Cn1ncc2c(Cl)cccc21)NCc1cccc(Cl)c1 | . | -13% | -5% | -0.3% | -6% | . | 14% | . | -18%
Oc1ccc(/C=N/n2c(COc3ccccc3)n[nH]c2=S)cc1O | i | -12% | 1% | 9.9% | -20% | -0.4 | -1% | 1% | -7%
COCC1CCN(C(=O)c2cc(COc3cccc4cnccc34)on2)CC1 | i | -23% | -1% | -0.5% | -8% | -0.8 | ? | -1% | 2%
CC(C)CCNc1nc(N)c([N+](=O)[O-])c(N2CCCCCC2)n1 | i | ? | 1% | 3.2% | -127% | -0.2 | ? | -1% | -5%

Bioassay records from PubChem.

This is a random part of the collection (roughly 4.3% active in at least one column).
